Compound activity (PubChem BioAssay)
ABCB6 inh 2: ABCB6 transporter inhibitors, primary screen, K562-ABCB6 cells, flow cytometry, MLPCN library; ATP-binding cassette sub-family B member 6 (Homo sapiens), Q9NP58; K562-ABCB6 porphyrin accumulation, 1 h; active compounds read low; fluorescence ratio to DMSO, % at 10 µM; 0.19% of 360,000 active;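 active means fluorescence ratio to DMSO below 75%, the collection mean minus 3 SD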;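 further: signal is porphyrin accumulated inside mitochondria; 100% equals median channel fluorescence of DMSO control wells; lower ratio means ABCB6 inhibition with less porphyrin fluorescence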
Target sequence (Q9NP58 whole entry, looked up): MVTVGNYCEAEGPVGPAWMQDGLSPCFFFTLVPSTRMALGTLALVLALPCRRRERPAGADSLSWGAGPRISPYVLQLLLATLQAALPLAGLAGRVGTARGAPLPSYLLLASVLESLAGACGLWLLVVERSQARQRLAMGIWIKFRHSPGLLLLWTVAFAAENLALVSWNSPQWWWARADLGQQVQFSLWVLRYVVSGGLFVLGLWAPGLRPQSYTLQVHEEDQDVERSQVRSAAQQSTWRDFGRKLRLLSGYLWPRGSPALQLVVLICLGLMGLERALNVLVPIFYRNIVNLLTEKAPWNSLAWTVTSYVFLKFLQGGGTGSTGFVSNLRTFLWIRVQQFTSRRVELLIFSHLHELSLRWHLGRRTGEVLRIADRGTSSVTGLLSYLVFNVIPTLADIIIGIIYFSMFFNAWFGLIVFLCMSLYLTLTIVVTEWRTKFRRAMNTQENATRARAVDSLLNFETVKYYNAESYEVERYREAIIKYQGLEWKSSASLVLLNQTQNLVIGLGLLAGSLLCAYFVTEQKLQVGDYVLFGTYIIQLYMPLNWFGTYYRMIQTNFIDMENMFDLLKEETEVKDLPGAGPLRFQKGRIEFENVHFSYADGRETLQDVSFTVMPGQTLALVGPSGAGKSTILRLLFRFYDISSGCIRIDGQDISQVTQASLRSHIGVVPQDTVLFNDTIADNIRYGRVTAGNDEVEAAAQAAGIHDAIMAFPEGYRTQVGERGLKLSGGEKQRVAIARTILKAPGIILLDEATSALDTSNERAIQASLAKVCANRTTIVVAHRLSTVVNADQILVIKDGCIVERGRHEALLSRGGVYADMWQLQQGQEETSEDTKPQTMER
N-glyco inh: increase of ERlucT glycosylation luciferase signal, primary screen, N-linked glycosylation inhibitor project, D54 ERlucT cells, luminescence, set 2. reporter increase, % at 12.5 µM. D54 ERlucT glycosylation luciferase reporter, 24 h; percent of 100 nM tunicamycin response. 0.23% of 360,000 active;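 active means mean luciferase reporter signal, scaled so untreated is 0 and the glycosylation-blocking control 100, at or above a set limit in every replicate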;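 further: luciferase carries N-glycosylation sites so blocking glycosylation raises the light; 0% = median of neutral control wells and 100% = median of 100 nM tunicamycin wells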
TLR9-MyD88 inh: inhibitors of TLR9-MyD88 association in cells, primary screen, cell-based, CHO, BLA complementation, fluorescence | CCF4 FRET ratio | inhibition, % at 4.98 µM | 0.21% of 340,000 active;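 active means inhibition above the mean over all tested compounds plus 3 SD, cut at about 21% in these data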;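 further: 0% = DMSO only wells and 100% = clavulanate BLA inhibitor control wells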
NOD2 RIPK2 PPI: NOD2-RIPK2 binding disruptors in cells, primary screen, fluorescence, CHO cells, BLA complementation. Receptor-interacting serine/threonine-protein kinase 2 (Homo sapiens), O43353. CCF4 ratio. inhibition, % at 4.98 µM. 0.38% of 360,000 active; in the data active means inhibition above about 21%;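 further: 0% = vehicle only and 100% = reference blocker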
H9c2 protect: cardioprotection against H2O2-induced cell death, primary screen, uHTS, H9c2 cells, ATPLite luminescence. H9c2 cardiomyocytes, H2O2 injury protection, 2 h. protection from H2O2 cell death, % at 20 µM. 0.63% of 360,000 active;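 active means compounds giving at least 50% protection of heart cells from peroxide-induced death in the single-dose screen, raw or plate-pattern-corrected value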;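 further: 0% = DMSO wells with peroxide and 100% = DMSO wells without peroxide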
MC4R antagonist: MC4R antagonists of cAMP signaling, primary screen, cell-based, TR-FRET, antagonist arm of biased-ligand search. MC4R-expressing cells, MTII-stimulated cAMP, LANCE TR-FRET. inhibition, % at 6.5 µM. 0.48% of 360,000 active. AID 540295, 2011;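 active means inhibition above its plate's cutoff, the mean of tested wells on that plate plus 3 SD, cut at about 29% in these data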;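 further: 0% = Melanotan II alone and 100% = Melanotan II plus saturating MCL0020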
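Material – human MC4R-expressing U2OS cells · Repeats – no replicates · Detection – TR-FRET with Eu-cAMP and labeled anti-cAMP, 671 nm · Times – compound 30 min, challenge 1 h, detection 1 h · Compound – single nominal compound dose of 6.5 µM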
MC4R ag barr: MC4R agonists recruiting beta-arrestin, primary screen, cell-based, luminescence, agonist arm of biased-ligand search; Melanocortin receptor 4 (Homo sapiens), P32245; U2OS MC4R beta-arrestin complementation; percent of melanotan II response, DMSO zero; activation, % at 8.9 µM; 0.98% of 360,000 active;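 active means activation above a per-plate cutoff, the mean activation of sample wells on that plate plus 3 SD, cut at about 8% in these data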
ABHD5 PLIN5 PPI: ABHD5-PLIN5 interaction inhibitors, primary screen, cell lysate, split luciferase complementation, luminescence. Perilipin-5 (Homo sapiens) + 1-acylglycerol-3-phosphate O-acyltransferase ABHD5 (Homo …. Split G. princeps luciferase complementation, 4 h. inhibition, % at 4 µM. 0.78% of 360,000 active;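 active means inhibition above the mean inhibition across every tested compound plus 3 SD, cut at about 22% in these data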;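 further: 0% = DMSO only wells and the 100% control is not disclosed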
NCOA2 inhibitor: inhibition of GAL4-SRC2 driven luciferase reporter, primary screen, SRC2 inhibitor project, cell-based, luminescence | Nuclear receptor coactivator 2 (Homo sapiens), Q15596 | HEK293 GAL4-SRC2 luciferase reporter | inhibition, % at 9 µM | 0.17% of 370,000 active | AID 651957, 2012;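 active means inhibition above the mean inhibition of all tested compounds plus 3 SD, set per campaign, cut at about 52% in these data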;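 further: 0% = DMSO treated cells and 100% = cells given Gossypol at 36 µM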
m5-HT2A agonist: mouse Htr2a agonists via beta-arrestin recruitment, primary screen, cell-based, luminescence | 5-hydroxytryptamine receptor 2A (Mus musculus), P35363 | CHO-K1 mHTR2A beta-arrestin complementation; percent of 30 µM serotonin response | activation, % at 7.6 µM | 0.66% of 360,000 active | AID 624169, 2012;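 active means activation above a run cutoff, the mean activation of all tested compounds plus 3 SD, cut at about 14% in these data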;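 further: 0% = plate median of compound wells and 100% = 30 µM serotonin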
Active calls of the source: *; . = no result given.

SMILES	ABCB6 inh 2	N-glyco inh	TLR9-MyD88 inh	NOD2 RIPK2 PPI	H9c2 protect	MC4R antagonist	MC4R ag barr	ABHD5 PLIN5 PPI	NCOA2 inhibitor	m5-HT2A agonist
COc1cccc(N(CC(=O)N2CCN(c3ccccc3OC)CC2)S(C)(=O)=O)c1	100	-1	2	10	0	20	-0.7	3	8	-3
O=C(CSc1nnnn1-c1ccccc1F)Nc1nc2ccccc2s1	92	3	-18	-11	-1	5	4.5	8	4	2
O=C(CSc1nnc(-c2ccco2)n1-c1ccccc1)NCc1ccco1	86	0	-4	-4	-3	15	1.9	-1	-56	6
CCOc1ccc(N2C(=O)/C(=C/c3ccc(C)o3)N(C)C2=S)cc1	99	-2	8	-10	-4	0	4.3	2	-39	1
CCOC(=O)C1CCN(C(=O)CCC2CCCC2)CC1	98	-1	-5	-10	-1	-3	0.1	6	8	3
Cc1nn(C(C)C(=O)N2CCOCC2)c(C)c1[N+](=O)[O-] (configuration not stated)	101	3	-6	-2	6	-2	0.9	-1	19	2
COc1ccc(C2/C(=C(/O)c3ccc(OC(C)C)cc3)C(=O)C(=O)N2CCCN2CCOCC2)cc1 (configuration not stated)	101	0	-8	-5	0	4	0.5	3	4	0
Cc1c(NC(=O)CSc2nnc(N)s2)c(=O)n(-c2ccccc2)n1C	96	-2	-8	4	-1	13	-4.0	-2	-25	0
O=C1NC(=Nc2ccccc2)SC1(CO)CO	97	3	3	2	5	2	-0.8	1	-14	0
C[C@@H]1CCCCO[C@H](CN(C)S(=O)(=O)c2cccs2)[C@@H](C)CN([C@H](C)CO)C(=O)c2cc(NC(=O)C3CCCCC3)ccc2O1	100	-2	-5	-2	-6	19	-0.3	-2	-2	-3
CCN(CC)C(=O)C(=O)Nc1ccc(Oc2ccccc2)cc1	99	0	6	0	-2	33*	0.9	-5	-14	-1
COc1cc2[nH]c(=S)nc(NC3CCCCCC3)c2cc1OC	73*	18	10	-8	-17	5	-1.2	-6	-21	-6
O=C(Cn1cc(C(=O)c2ccco2)c2ccccc21)Nc1ccccc1	92	0	-21	-3	5	-1	-0.6	6	18	-1
COc1ccc(C(=O)C2CCN(C(=O)c3ccco3)CC2)cc1	100	-4	9	-10	0	1	-2.1	-5	-1	-3
CCOc1ccc(NC(=O)c2nnn(CC(=O)Nc3ccccc3OCC)c2N)cc1	103	-4	-4	-5	-10	13	2.3	2	-25	0
CCC(C(=O)OC)(C(=O)OC)c1ccc([N+](=O)[O-])cc1	96	2	-5	-2	0	-5	-0.3	4	4	0
Cc1nc(C(F)(F)F)ccc1C(=O)N1CCC1(C)C(=O)NS(=O)(=O)c1ccc2ccccc2c1 (configuration not stated)	104	2	.	-9	-3	11	-1.2	-2	13	2
CCOc1ccc(OCc2ccc(C(=O)NN=Cc3ccc[nH]3)cc2)cc1	101	-7	4	5	-1	-4	3.8	2	-28	-1
N#CC(C(=O)Nc1ccccc1)=C1Nc2ccccc2N1	101	4	-8	-1	-1	1	1.3	-3	-17	1
O=S(=O)(Cc1ccccc1)Nc1ccc(Br)cn1	102	-1	0	-4	1	5	-1.1	-3	-7	1
CC(=O)Nc1c2c(nn1-c1ccc(Cl)cc1)CSC2	105	2	-3	-1	-3	-2	-0.9	2	1	6
CCc1ccc(-c2nc(SCC(=O)N(CCOC)c3c(N)n(Cc4ccccc4)c(=O)[nH]c3=O)n[nH]2)cc1	96	1	-5	2	-11	7	-2.3	2	-35	10
Cc1nc(C(=O)NC2CCOCC2)sc1C1(C)CC(c2ccccc2)=NO1 (configuration not stated)	98	-3	-6	-1	1	8	-3.3	-5	1	-1
Cc1cc(C)cc(NC(=S)N(Cc2ccc(Cl)cc2)Cc2ccc(C(=O)O)cc2)c1	99	-1	-8	-3	4	15	-2.5	-3	-22	-2
Cn1c(=O)c2c(nc(N3CCCC3)n2CC(O)CO)n(C)c1=O (configuration not stated)	102	3	2	-11	-3	9	-1.2	7	1	1
CCOc1ccc(-c2c(C#N)c(N)nc3c2c(=O)n(C)c(=O)n3C)cc1OC	101	10	-3	2	7	-3	-1.3	-10	-8	-4
NC(=O)C1(Nc2ccc(-c3ccccc3)cc2)CCCC1	100	-2	-12	-4	-7	3	0.6	-5	-12	-11
CC(C)Oc1cc(F)ccc1-c1cc(C(=O)Nc2ccccc2)[nH]n1	90	-1	.	1	-8	6	0.2	5	-18	-1
CC(=O)N(C1=C(N2CCOCC2)C(=O)c2ccccc2C1=O)c1ccc(C(=O)O)cc1	104	-11	0	-11	-24	-4	1.2	6	17	-1
CN(Cc1ccccc1)C(=O)c1ncn2c1c(=O)[nH]c1cccnc12	94	2	-5	12	-6	-1	0.6	3	-22	2
CC(=O)c1cccc(OCc2cc(C(=O)N3C[C@H]4CC[C@H]3C4)no2)c1	105	1	0	-4	-4	-5	-1.8	-1	-38	6
CC(=O)Nc1ccc(S(=O)(=O)NCCC(=O)NCc2ccncc2)cc1	103	0	1	6	2	10	-1.6	-5	-15	3
CC1(C)CC(=O)N(c2cccc(C(F)(F)F)c2)C(=O)C1	108	1	6	-13	1	15	-0.8	-5	-11	4
O=C(Nc1ccc(Cl)cn1)C1CCCN1S(=O)(=O)c1cccc2ccccc12 (configuration not stated)	102	-2	6	-9	-7	5	-0.3	-1	-3	3
Cc1cc(N2C(=O)C(O)=C(C(=O)c3ccco3)C2c2cccc(O)c2)no1 (configuration not stated)	98	1	8	3	4	2	-2.9	-1	-8	2
O=C(/C=C/c1ccccc1)NCc1ccco1	99	3	-8	10	-1	13	-1.2	-1	-27	1
O=C(Nc1cccc(C(=O)O)c1)/C(=C\c1ccccc1)NC(=O)c1ccco1	98	6	-6	-11	-3	13	-0.3	-4	6	-5
Oc1ccc(C[C@@H](CN2CCC[C@@H]2CN2C(=S)NC[C@@H]2Cc2ccccc2)N2C[C@H](Cc3ccccc3)N(CCc3ccccc3)C2=S)cc1	99	-6	.	-5	-2	.	.	11	-22	-9
COc1cccc(NC(=S)N2CCN(S(=O)(=O)c3ccccc3)CC2)c1	93	0	-1	-6	4	-2	-0.5	7	-5	-6
COc1cc(OC)nc(Oc2cccc(C(F)(F)F)c2)n1	101	1	-3	5	1	-4	-1.1	3	2	4

Compound profiles, as listed above:
Results for COc1cccc(N(CC(=O)N2CCN(c3ccccc3OC)CC2)S(C)(=O)=O)c1 : ABCB6 inh 2: 100; N-glyco inh: -1; TLR9-MyD88 inh: 2; NOD2 RIPK2 PPI: 10; H9c2 protect: 0; MC4R antagonist: 20; MC4R ag barr: -0.7; ABHD5 PLIN5 PPI: 3; NCOA2 inhibitor: 8; m5-HT2A agonist: -3
Results for Cc1nc(C(=O)NC2CCOCC2)sc1C1(C)CC(c2ccccc2)=NO1 (configuration not stated) : ABCB6 inh 2: 98; N-glyco inh: -3; TLR9-MyD88 inh: -6; NOD2 RIPK2 PPI: -1; H9c2 protect: 1; MC4R antagonist: 8; MC4R ag barr: -3.3; ABHD5 PLIN5 PPI: -5; NCOA2 inhibitor: 1; m5-HT2A agonist: -1

Further results:
SMILES	ABCB6 inh 2	N-glyco inh	TLR9-MyD88 inh	NOD2 RIPK2 PPI	H9c2 protect	MC4R antagonist	MC4R ag barr	ABHD5 PLIN5 PPI	NCOA2 inhibitor	m5-HT2A agonist
CCOC(=O)C1=C(C)N(C)C(=O)NC1c1cc2c(cc1[N+](=O)[O-])OCO2 (configuration not stated)	110	1	0	-1	0	10	-1.3	-17	9	1
CCSc1ccc([C@@H]2[C@H]3C(=O)N(CC)C(=O)[C@H]3[C@]3(C(=O)OC)CCCCN23)cc1	98	0	2	1	1	1	0.5	-6	-15	-5
CCOCCCNC(=O)c1c(C)c(C(=O)OCC)n(C)c1C	111	2	8	-66	-1	0	-1.0	6	4	2
OC(c1cccnc1)c1cccs1 (configuration not stated)	97	0	-19	-3	1	-4	-1.8	2	-11	7
CC(C)CCn1c(N2CCCC2)nc2c1c(=O)[nH]c(=O)n2C	96	1	-5	1	5	0	-0.5	0	-8	-1
CCCS(=O)(=O)N1CCc2ccc(NC(=O)C3CCCO3)cc2C1 (configuration not stated)	98	-1	-13	-2	-4	8	0.5	1	-29	-1
COc1cccc(/C=N/Nc2nc3ccccc3[nH]2)c1OC	100	-4	-7	3	0	7	-1.9	0	-75	-4
CCOC(=O)c1c(C)nc(C)c(C(=O)OCC)c1-c1ccc(Br)cc1	94	-3	-19	-6	5	-2	0.1	-6	2	-5
CCCCCc1c(O)nc(SCC(=O)NCC2CCCO2)[nH]c1=O (configuration not stated)	96	1	-2	3	-9	-4	0.1	-3	-2	10
O=C(CC1CCCC1)Nc1ccc(Br)cc1	94	0	0	8	-10	11	-1.6	-8	-47	-4
CSc1cccc(CNC(=O)C2CCC(=O)N(Cc3cccc(C(F)(F)F)c3)C2)c1 (configuration not stated)	96	0	-10	-1	0	-1	-2.0	-10	-53	6
CCOC(=O)N1CCN(C(=O)c2cn(C)c3ccc(S(=O)(=O)N(C)C4CCCCC4)cc3c2=O)CC1	98	0	1	-3	-1	5	-2.9	0	19	0
CC(=O)Nc1ccc(S(=O)(=O)N2CCN(C(=O)N3CCCCCC3)CC2)cc1	93	0	-8	-6	-7	2	-1.6	-4	10	0
COC(=O)C1=C(C(=O)OC)[C@@H]2N(C)c3ccccc3[C@@]23C[C@@H](C(=O)OC)N(C(C)=O)C3=N1	93	1	10	3	11	2	-1.7	-5	17	1
C=CCSC1=C(C#N)C(c2ccccc2OC)CC(=O)N1 (configuration not stated)	99	-1	-2	2	1	-4	-1.7	-19	-1	-4
COc1ccc2c(=O)cc(-c3ccccc3)n(C)c2c1	96	3	-6	0	4	1	-0.7	1	-14	-1
Cc1ccc(S(=O)(=O)N2CCOCC2)cc1C(=O)N1CC(C)CC(C)C1 (configuration not stated)	98	1	-4	7	8	4	-1.1	-1	-6	1
COC(=O)c1cc2ccccc2c([N+](=O)[O-])c1O	101	2	7	5	0	8	-2.3	-4	3	-3
CC1=C(C#N)C(C(F)(F)F)(C(F)(F)F)N=C(c2ccco2)N1	100	1	4	-1	-17	1	1.0	-2	-11	8
CCOC(=O)CCC(=O)Nc1ccc(S(=O)(=O)N2CCCC2)cc1	101	0	1	-6	15	5	-0.1	-3	3	-2
Cc1cc(OCCCn2ccnc2)ccc1C(C)C	99	-2	1	-3	0	0	-0.5	2	10	0
O=C(COC(=O)/C=C/c1ccc(F)cc1)NCc1ccc2c(c1)OCO2	100	1	-7	-9	-2	14	0.2	3	-11	5
NC(=S)NN=C(c1ccc(F)cc1)C1CC1	100	2	-5	1	-5	-5	-1.1	-3	4	3

The list is partial (hit frequency here may not be typical).
